MPTP inh: permeability transition pore inhibition; isolated mouse mitochondria, Ca2+ swelling absorbance, 30 min; inhibition, % at 10 µM; 360,000 tested, 1.4% active; AID 602449;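 active = inhibition of 50% or more, scaled per plate between neutral and stimulator controls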;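 note: 0% = DMSO wells given calcium and 100% = 1 mM EGTA wells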
hIAP act: human IAP activation; purified human IAP, CDP-Star luminescence, 30 min; active compounds read high; 1 = vehicle-only enzyme, 0 = enzyme-free background; 330,000 tested, 0.16% active; AID 2524; activation factor at 10 µM; P09923;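 active = activation factor of the enzyme at least 2-fold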; note: the source names both 10 and 20 µM as test concentration; values of inactives mirror those of a sister screen read the other way
Target sequence (P09923 whole entry, looked up): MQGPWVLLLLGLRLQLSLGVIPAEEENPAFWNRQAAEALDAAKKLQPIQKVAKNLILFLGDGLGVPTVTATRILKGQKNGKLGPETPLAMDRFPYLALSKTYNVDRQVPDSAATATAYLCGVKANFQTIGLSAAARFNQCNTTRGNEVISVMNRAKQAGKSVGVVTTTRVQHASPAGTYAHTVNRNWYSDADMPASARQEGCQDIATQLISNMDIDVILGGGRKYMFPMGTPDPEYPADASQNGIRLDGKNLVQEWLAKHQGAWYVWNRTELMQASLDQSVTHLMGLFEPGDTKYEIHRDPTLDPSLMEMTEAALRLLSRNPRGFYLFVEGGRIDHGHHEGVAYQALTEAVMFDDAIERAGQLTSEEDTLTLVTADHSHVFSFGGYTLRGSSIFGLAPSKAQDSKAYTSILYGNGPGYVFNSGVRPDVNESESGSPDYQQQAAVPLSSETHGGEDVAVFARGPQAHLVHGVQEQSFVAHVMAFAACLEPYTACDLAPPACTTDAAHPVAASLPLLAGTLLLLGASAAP
mIAP inh: blocks mouse intestinal alkaline phosphatase. purified mouse IAP, CDP-Star luminescence, 30 min. inhibition, % at 10 µM. 330,000 tested, 0.2% active;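 active = inhibition of at least 40% at 10 µM in the primary screen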;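 note: plate controls were DMSO with enzyme for no effect and no enzyme wells for full effect; values of inactives mirror those of a sister screen read the other way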
A3G deaminase: blocks human APOBEC3G single-stranded DNA deamination | Q9HC16 | recombinant A3G, ssDNA deamination FAM/TAMRA fluorescence | inhibition, % at 20 µM | 330,000 tested, 0.28% active;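 active = inhibition of at least 40% at 20 µM, with no more than 30% in the related APOBEC3A deaminase screen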;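 note: plate controls were DMSO wells with A3G for no effect and wells lacking A3G enzyme for full effect; some compounds called inactive have numbers as strong as hits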
A3A deaminase: inhibitors of human APOBEC3A DNA deaminase; P31941; recombinant A3A, FAM/TAMRA ssDNA deamination fluorescence; inhibition, % at 20 µM; 330,000 tested, 0.41% active;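 active = at least 40% inhibition at 20 µM here, with at most 30% in a related deaminase screen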;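 note: plate controls were A3A with DMSO for no effect and wells lacking A3A enzyme for full effect; some results filed as inactive read as strong as hits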
Target sequence (P31941 whole entry, looked up): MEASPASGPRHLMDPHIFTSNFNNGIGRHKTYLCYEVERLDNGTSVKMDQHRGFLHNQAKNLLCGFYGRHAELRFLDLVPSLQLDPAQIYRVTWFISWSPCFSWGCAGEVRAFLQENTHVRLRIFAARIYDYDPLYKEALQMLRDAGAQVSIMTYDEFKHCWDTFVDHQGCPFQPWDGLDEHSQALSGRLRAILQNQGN
mIAP act: mouse IAP activation | muIAP, CDP-Star luminescence, 30 min; active compounds read high; 1 = vehicle-only enzyme signal, 0 = enzyme-free wells | activation factor at 10 µM | 330,000 tested, 0.24% active | AID 2805;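 active = activation factor of at least 2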; note: the source names both 10 and 20 µM as test concentration; values of inactives mirror those of a sister screen read the other way
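also added = chemiluminescent substrate CDP-Star | test system = mouse IAP enzyme | signal = chemiluminescence readout | compound = DMSO-dissolved test compounds | incubation = 30 min at room temperature | benchmarks = DMSO wells, no-enzyme wells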
MIN6 prolif: MIN6 beta-cell proliferation induction. MIN6 cells proliferation, ATPlite luminescence, 48 h; cells starved in 0.2% serum; 100% = growth in 10% serum. proliferation, % at 10 µM. 330,000 tested, 0.29% active. AID 2380;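 active = compounds whose signal lies at least 3.5 SD above the mean of all wells on their plate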;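 note: 0% = DMSO-treated cells in low-serum medium and 100% = 10% serum control; some compounds called inactive have numbers as strong as hits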
hIAP block: blocks human intestinal alkaline phosphatase; inhibition, % at 10 µM; 330,000 tested, 0.12% active; P09923; purified IAP, CDP-Star luminescence, 30 min;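 active = inhibition reaching a set limit with compound at 10 µM in the primary screen, cut at about 35% in these data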;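 note: plate controls were DMSO wells with enzyme for no effect and no-enzyme buffer wells for full effect; values of inactives mirror those of a sister screen read the other way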
ATG4B inhibitor: ATG4B (human) cysteine protease inhibition | Q9Y4P1 | ATG4B cleavage of LC3-PLA2, NBD-HPC fluorescence, 1 h | inhibition, % at 8.33 µM | 340,000 tested, 0.51% active | AID 504462; in the data active = inhibition above about 40%
Target sequence (Q9Y4P1 whole entry, looked up): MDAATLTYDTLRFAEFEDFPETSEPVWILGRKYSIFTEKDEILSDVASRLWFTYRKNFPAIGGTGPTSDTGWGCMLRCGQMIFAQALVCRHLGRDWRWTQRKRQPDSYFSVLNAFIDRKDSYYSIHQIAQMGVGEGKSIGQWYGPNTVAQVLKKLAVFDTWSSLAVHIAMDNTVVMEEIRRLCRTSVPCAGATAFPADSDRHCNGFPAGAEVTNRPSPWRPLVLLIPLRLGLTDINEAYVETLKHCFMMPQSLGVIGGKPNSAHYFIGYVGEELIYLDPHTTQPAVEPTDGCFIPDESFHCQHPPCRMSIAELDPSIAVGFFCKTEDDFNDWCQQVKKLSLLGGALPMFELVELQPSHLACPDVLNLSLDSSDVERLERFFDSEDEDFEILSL
Active calls of the source: *.

How did CCOC(=O)c1ccc(NC(=O)CSc2nnc(CCc3ccc(C)o3)n2-c2ccccc2)cc1 do in these assays?
MPTP inh: -6.6; hIAP act: 1.1; mIAP inh: 5; A3G deaminase: -4; A3A deaminase: 3; mIAP act: 0.95; MIN6 prolif: -3; hIAP block: -11; ATG4B inhibitor: 2

What do the screens show for `C=CCn1c(N)c(C(=O)OC(C)(C)C)c2nc3ccccc3nc21`?
MPTP inh: -2.1; hIAP act: 1.2; mIAP inh: 2; A3G deaminase: -8; A3A deaminase: -3; mIAP act: 0.98; MIN6 prolif: 2; hIAP block: -19; ATG4B inhibitor: -2

What do the screens show for `Cc1ccccc1Nc1nnc(SCC(=O)NC2CCCc3ccccc32)s1` (stereo not given)?
MPTP inh: 0.1; hIAP act: 0.97; mIAP inh: -8; A3G deaminase: -2; A3A deaminase: 2; mIAP act: 1.1; MIN6 prolif: 0; hIAP block: 3; ATG4B inhibitor: 14

How did Cc1ccc(C)n1-n1cnc2sc3c(c2c1=O)CCCCC3 do in these assays?
MPTP inh: 0.7; hIAP act: 1; mIAP inh: -11; A3G deaminase: -6; A3A deaminase: -3; mIAP act: 1.1; MIN6 prolif: -1; hIAP block: -4; ATG4B inhibitor: -2

How did COc1ccc(CNC(=O)C2CCN(c3nc(OC)nc(OC)n3)CC2)cc1 do in these assays?
MPTP inh: -1.9; hIAP act: 1.1; mIAP inh: 1; A3G deaminase: -3; A3A deaminase: 0; mIAP act: 0.99; MIN6 prolif: 0; hIAP block: -8; ATG4B inhibitor: -12

Results for O=C(CNC(=O)Cc1ccccc1)NCC(=O)OCC(=O)c1ccccc1Cl ?
MPTP inh: -2.5; hIAP act: 0.8; mIAP inh: 2; A3G deaminase: -3; A3A deaminase: 2; mIAP act: 0.97; MIN6 prolif: -2; hIAP block: 20; ATG4B inhibitor: 10

Results for CC(C)(C)C(=O)Nc1nc2ccc(S(C)(=O)=O)cc2s1 ?
MPTP inh: 0.2; hIAP act: 0.96; mIAP inh: 7; A3G deaminase: -5; A3A deaminase: -2; mIAP act: 0.93; MIN6 prolif: -2; hIAP block: 4; ATG4B inhibitor: -2

How did O=C(Cn1cnc2c(nnn2-c2ccc(F)cc2)c1=O)NCc1ccco1 do in these assays?
MPTP inh: -1.3; hIAP act: 0.95; mIAP inh: -4; A3G deaminase: 4; A3A deaminase: 15; mIAP act: 1; MIN6 prolif: -3; hIAP block: 5; ATG4B inhibitor: 6

Results for Cc1ccc(Nc2nc(Cl)nc(N(C)C#N)n2)cc1 ?
MPTP inh: -0.4; hIAP act: 0.82; mIAP inh: 10; A3G deaminase: -7; A3A deaminase: -5; mIAP act: 0.9; MIN6 prolif: -5; hIAP block: 18; ATG4B inhibitor: 0

How did CC(C)c1nnc(NC(=O)CCC(=O)N2CCC(Cc3ccccc3)CC2)s1 do in these assays?
MPTP inh: -1.0; hIAP act: 0.97; mIAP inh: 6; A3G deaminase: -8; A3A deaminase: -5; mIAP act: 0.94; MIN6 prolif: -1; hIAP block: 3; ATG4B inhibitor: 1

Results for CCCCN1CCNC[C@H]1Cc1ccc(O)cc1 ?
MPTP inh: 0.0; hIAP act: 0.86; mIAP inh: -1; A3G deaminase: -8; A3A deaminase: -1; mIAP act: 1; MIN6 prolif: -3; hIAP block: 14; ATG4B inhibitor: 6

Results for N#C/C(=C(/O)c1ccccc1F)c1nc2cc(C(F)(F)F)ccc2s1 ?
MPTP inh: 96*; hIAP act: 0.93; mIAP inh: -3; A3G deaminase: 1; A3A deaminase: 1; mIAP act: 1; MIN6 prolif: 0; hIAP block: 7; ATG4B inhibitor: -16

Results for CCC(=O)c1ccc(N2CCN(C(=O)c3ccc(Br)cc3)CC2)c(F)c1 ?
MPTP inh: 9.7; hIAP act: 1.1; mIAP inh: -4; A3G deaminase: -4; A3A deaminase: -2; mIAP act: 1; MIN6 prolif: -3; hIAP block: -10; ATG4B inhibitor: -8

What do the screens show for `O=C(c1cccnc1)N1CCN(Cc2ccccc2Br)CC1`?
MPTP inh: -1.2; hIAP act: 1; mIAP inh: 5; A3G deaminase: -9; A3A deaminase: -4; mIAP act: 0.95; MIN6 prolif: 0; hIAP block: -2; ATG4B inhibitor: -7

Results for O=C1/C(=C\c2ccc(O)cc2)SC(=S)N1/N=C/c1ccc(O)cc1 ?
MPTP inh: 96*; hIAP act: 0.84; mIAP inh: 49*; A3G deaminase: -1; A3A deaminase: 2; mIAP act: 0.51; MIN6 prolif: -3; hIAP block: 16; ATG4B inhibitor: 15

How did NS(=O)(=O)c1ccc(NN=C2CCN(Cc3ccccc3)CC2)c([N+](=O)[O-])c1 do in these assays?
MPTP inh: 2.0; hIAP act: 0.94; mIAP inh: 23; A3G deaminase: -7; A3A deaminase: 2; mIAP act: 0.77; MIN6 prolif: 0; hIAP block: 6; ATG4B inhibitor: -6

What do the screens show for `CC(C)(C)c1ccc(C(=O)NCC(=O)OCc2ccc([N+](=O)[O-])cc2)cc1`?
MPTP inh: 6.8; hIAP act: 1.3; mIAP inh: 0; A3G deaminase: -4; A3A deaminase: -1; mIAP act: 1; MIN6 prolif: 0; hIAP block: -32; ATG4B inhibitor: -3

How did Cc1cccn2c(CN(C)CC3Cc4ccccc4O3)c(C(=O)N3CCCCC3)nc12 (stereo not given) do in these assays?
MPTP inh: -1.7; hIAP act: 0.99; mIAP inh: -1; A3G deaminase: -10; A3A deaminase: 0; mIAP act: 1; MIN6 prolif: 0; hIAP block: 1; ATG4B inhibitor: -42

What do the screens show for `Cc1cccn2c(=O)c3cc(C#N)c(=N)n(CCCN4CCOCC4)c3nc12`?
MPTP inh: -1.0; hIAP act: 1.2; mIAP inh: 5; A3G deaminase: 4; A3A deaminase: 2; mIAP act: 0.95; MIN6 prolif: -3; hIAP block: -18; ATG4B inhibitor: 7

How did COc1ccc(S(=O)(=O)N2CCOCC2)cc1C(=O)N(C)Cc1ccccc1F do in these assays?
MPTP inh: 0.6; hIAP act: 0.91; mIAP inh: -1; A3G deaminase: -7; A3A deaminase: 0; mIAP act: 1; MIN6 prolif: 0; hIAP block: 9; ATG4B inhibitor: -10

Looked up one by one from above:
How did Cc1cccn2c(CN(C)CC3Cc4ccccc4O3)c(C(=O)N3CCCCC3)nc12 (stereo not given) do in these assays?
MPTP inh: -1.7; hIAP act: 0.99; mIAP inh: -1; A3G deaminase: -10; A3A deaminase: 0; mIAP act: 1; MIN6 prolif: 0; hIAP block: 1; ATG4B inhibitor: -42

How did NS(=O)(=O)c1ccc(NN=C2CCN(Cc3ccccc3)CC2)c([N+](=O)[O-])c1 do in these assays?
MPTP inh: 2.0; hIAP act: 0.94; mIAP inh: 23; A3G deaminase: -7; A3A deaminase: 2; mIAP act: 0.77; MIN6 prolif: 0; hIAP block: 6; ATG4B inhibitor: -6

Further results follow:
Results for Cc1nnsc1SCCNC(=O)c1ccc(F)cc1 ?
MPTP inh: -1.2; hIAP act: 1.2; mIAP inh: -4; A3G deaminase: -2; A3A deaminase: -3; mIAP act: 1; MIN6 prolif: -1; hIAP block: -18; ATG4B inhibitor: 5

How did Cc1ccc(S(=O)(=O)[N-]c2nc3ccccc3nc2-n2cc[n+](CCC(C)C)c2)cc1 do in these assays?
MPTP inh: -0.2; hIAP act: 0.85; mIAP inh: 5; A3G deaminase: -1; A3A deaminase: -3; mIAP act: 0.95; MIN6 prolif: -4; hIAP block: 15; ATG4B inhibitor: -10

How did CCOc1ccccc1N1CCN(C(=O)c2cc(-c3cc(OC)ccc3OC)nc3ccccc23)CC1 do in these assays?
MPTP inh: 1.2; hIAP act: 1; mIAP inh: 13; A3G deaminase: -2; A3A deaminase: -2; mIAP act: 0.87; MIN6 prolif: -7; hIAP block: -1; ATG4B inhibitor: -2

How did O=C(Nc1ccc2c(c1)nc1n2CCOC1)c1ccco1 do in these assays?
MPTP inh: -1.2; hIAP act: 0.93; mIAP inh: -22; A3G deaminase: 0; A3A deaminase: -2; mIAP act: 1.2; MIN6 prolif: -3; hIAP block: 7; ATG4B inhibitor: -2

How did Cc1nc(-c2ccccc2)sc1C(=O)Nc1ccccc1F do in these assays?
MPTP inh: -0.6; hIAP act: 1; mIAP inh: 4; A3G deaminase: -4; A3A deaminase: -2; mIAP act: 0.96; MIN6 prolif: 0; hIAP block: 0; ATG4B inhibitor: 9

What do the screens show for `O=S(=O)(Nc1nc2ccccc2nc1Cl)c1cccc(C(F)(F)F)c1`?
MPTP inh: 5.3; hIAP act: 1.1; mIAP inh: 1; A3G deaminase: -2; A3A deaminase: -2; mIAP act: 0.99; MIN6 prolif: 5; hIAP block: -10; ATG4B inhibitor: -8

Results for O=C(CCCSc1nc2ccccc2[nH]1)NCc1ccccc1 ?
MPTP inh: 1.4; hIAP act: 0.95; mIAP inh: 6; A3G deaminase: -11; A3A deaminase: 0; mIAP act: 0.94; MIN6 prolif: -1; hIAP block: 5; ATG4B inhibitor: -9

What do the screens show for `Cc1ccc(C)c(NC(=O)COC(=O)CCNC(=O)c2ccco2)c1`?
MPTP inh: 1.5; hIAP act: 0.97; mIAP inh: -1; A3G deaminase: -5; A3A deaminase: -2; mIAP act: 1; MIN6 prolif: -3; hIAP block: 3; ATG4B inhibitor: -2

What do the screens show for `Cc1cc(C(=O)N2CCCC(N3CCN(c4ccc(F)cc4)CC3)C2)c(C)o1` (stereo not given)?
MPTP inh: -0.1; hIAP act: 1.3; mIAP inh: 1; A3G deaminase: -6; A3A deaminase: -7; mIAP act: 0.99; MIN6 prolif: 2; hIAP block: -33; ATG4B inhibitor: -3

Results for COc1ccc(C(CNC(=O)C(C)c2ccc3cc(OC)ccc3c2)N(C)C)cc1 (stereo not given) ?
MPTP inh: 0.3; hIAP act: 0.86; mIAP inh: -8; A3G deaminase: -12; A3A deaminase: 1; mIAP act: 1.1; MIN6 prolif: -3; hIAP block: 14; ATG4B inhibitor: 3

Grouped by structure: the entries above containing a nitro group on carbon.
How did NS(=O)(=O)c1ccc(NN=C2CCN(Cc3ccccc3)CC2)c([N+](=O)[O-])c1 do in these assays?
MPTP inh: 2.0; hIAP act: 0.94; mIAP inh: 23; A3G deaminase: -7; A3A deaminase: 2; mIAP act: 0.77; MIN6 prolif: 0; hIAP block: 6; ATG4B inhibitor: -6

What do the screens show for `CC(C)(C)c1ccc(C(=O)NCC(=O)OCc2ccc([N+](=O)[O-])cc2)cc1`?
MPTP inh: 6.8; hIAP act: 1.3; mIAP inh: 0; A3G deaminase: -4; A3A deaminase: -1; mIAP act: 1; MIN6 prolif: 0; hIAP block: -32; ATG4B inhibitor: -3

(listing goes on)
What do the screens show for `O=C(O)CSCCc1ccccn1`?
MPTP inh: -5.8; hIAP act: 0.98; mIAP inh: -6; A3G deaminase: -5; A3A deaminase: -4; mIAP act: 1.1; MIN6 prolif: -3; hIAP block: 2; ATG4B inhibitor: -3

How did COCCn1c(=O)[nH]c(=O)c2c1nc(-c1cc(Br)c3c(c1)OCO3)n2Cc1ccccc1 do in these assays?
MPTP inh: -0.1; hIAP act: 0.97; mIAP inh: -2; A3G deaminase: -8; A3A deaminase: 0; mIAP act: 1; MIN6 prolif: 1; hIAP block: 3; ATG4B inhibitor: -8

How did CCC1C(=O)NCCN1C(=O)c1ccc2nc(Cc3cccc(Cl)c3)oc2c1 (stereo not given) do in these assays?
MPTP inh: -1.7; hIAP act: 1.1; mIAP inh: -2; A3G deaminase: -2; A3A deaminase: 0; mIAP act: 1; MIN6 prolif: -3; hIAP block: -14; ATG4B inhibitor: 3

How did CC(C)n1cnc2c(NCc3ccccc3)cc(Cc3ccc(F)cc3)cc21 do in these assays?
MPTP inh: 0.0; hIAP act: 0.95; mIAP inh: 6; A3G deaminase: -4; A3A deaminase: -1; mIAP act: 0.94; MIN6 prolif: -7; hIAP block: 5; ATG4B inhibitor: 13

Source: PubChem (Sanford-Burnham Center for Chemical Genomics)

Compounds as they come; about 3.3% have a hit in one of these screens.
